CHRM5 antagonist: CHRM5 antagonism in calcium assay; P08912; CHO-hM5 cells, Fluo-8 calcium fluorescence, ACh EC80; inhibition, % at 3 µM; 360,000 compounds, 0.59% hits;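 active = inhibition above a per-plate cutoff, the mean of that plate's test compounds plus 3 SD, cut at about 27% in these data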;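 also: 0% = acetylcholine EC80 with DMSO and 100% = DMSO without agonist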
CHRM4 antagonist: antagonists of human muscarinic M4 receptor (CHRM4); 360,000 compounds, 0.73% hits; inhibition, % at 3 µM; P08173; CHO-hM4 cells, ACh EC80, Fluo-8 calcium fluorescence;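 active = inhibition above its plate's cutoff, the mean inhibition of sample wells plus 3 SD, cut at about 27% in these data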;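 also: 0% = acetylcholine EC80 with DMSO and 100% = DMSO without agonist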
Target sequence (P08173 whole entry, looked up): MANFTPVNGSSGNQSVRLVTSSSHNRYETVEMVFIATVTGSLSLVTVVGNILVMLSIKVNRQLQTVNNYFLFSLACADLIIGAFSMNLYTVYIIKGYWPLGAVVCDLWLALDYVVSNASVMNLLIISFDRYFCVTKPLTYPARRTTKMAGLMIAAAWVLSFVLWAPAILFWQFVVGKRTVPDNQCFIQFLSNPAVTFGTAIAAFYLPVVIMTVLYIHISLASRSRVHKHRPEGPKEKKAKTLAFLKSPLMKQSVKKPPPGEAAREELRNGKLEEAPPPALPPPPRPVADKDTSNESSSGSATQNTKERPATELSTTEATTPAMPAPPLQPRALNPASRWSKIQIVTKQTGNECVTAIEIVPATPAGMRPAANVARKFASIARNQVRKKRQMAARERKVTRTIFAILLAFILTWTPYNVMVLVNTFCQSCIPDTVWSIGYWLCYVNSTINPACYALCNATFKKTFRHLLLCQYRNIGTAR
CHO-K1 Ca PAM: nonselective activator or artifact in parental CHO-K1 calcium assay | ATP EC20, Fluo-8 calcium fluorescence; 0% at ATP EC20, 100% at ATP max | AID 602247 | activation, % at 3 µM | 360,000 compounds, 0.02% hits;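 active = activation above the run cutoff, the mean activation of all test compounds plus 3 SD, cut at about 40% in these data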;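 also: peak over basal fluorescence ratio in a 140 s read after ATP addition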
CHRM4 PAM: CHRM4 positive allosteric modulation; activation, % at 3 µM; 360,000 compounds, 0.4% hits; P08173; CHO-K1 hM4/Gqi5, Fluo-8 calcium fluorescence, ACh EC20; 0% = ACh EC20, 100% = maximal ACh;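 active = activation above its plate's cutoff, the mean activation of sample wells plus 3 SD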; also: some results filed as inactive read as strong as hits
CHRM4 agonist: agonists of human muscarinic M4 receptor (CHRM4); P08173; CHO-K1 hM4/Gqi5, Fluo-8 calcium fluorescence; vehicle 0%, full acetylcholine response 100%; activation, % at 3 µM; 360,000 compounds, 0.14% hits; AID 624127;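 active = activation above the run mean over all test wells plus 3 SD, cut at about 32% in these data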;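 also: peak over basal fluorescence ratio per well then scaled between controls; 0% = DMSO wells and 100% = acetylcholine at EC100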
CHRM5 PAM: CHRM5 positive allosteric modulation. AID 624038. activation, % at 3 µM. 360,000 compounds, 0.3% hits. CHO-K1 hM5, Fluo-8 calcium, ACh EC20 PAM; 0% = ACh EC20, 100% = ACh EC100. P08912;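 active = activation above the run cutoff, the mean activation of all test compounds plus 3 SD, cut at about 18% in these data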
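Assay system – human M5 receptor in CHO-K1 cells · Read-out – % activation, ACh-normalized · Technique – Fluo-8 calcium fluorescence · Dosing – single-point, 3 µM nominal · Incubation – Fluo-8 loading 80 min at 37 °C plus 30 min room temperature · Repeats – singlicate, one well per test compound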
M1 ag parental: M1 agonist counterscreen hit in parental CHO-K1 cells. 360,000 compounds, 0.48% hits. activation, % at 3 µM. Fluo-8 calcium fluorescence; scaled to maximal ATP response, vehicle zero. AID 602248; in the data active = activation above about 15%;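 also: untransfected CHO-K1 host cells lacking M1 receptor as counterscreen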
M5 ag: agonists of human muscarinic M5 receptor (CHRM5); P08912; CHO-K1 hM5 cells, Fluo-8 calcium fluorescence; 0% DMSO wells, 100% maximal acetylcholine response; activation, % at 3 µM; 360,000 compounds, 0.19% hits; AID 624037;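 active = activation above the run's mean over test compounds plus 3 SD, cut at about 23% in these data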;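 also: signal is peak over basal fluorescence ratio across the kinetic read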
CHO-K1 Ca antag: M1 antagonist counterscreen hit in parental CHO-K1 cells; inhibition, % at 3 µM; 360,000 compounds, 0.6% hits; ATP-induced calcium, Fluo-8 fluorescence; AID 602250;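 active = inhibition above a per-plate cutoff, the plate's mean sample inhibition plus 3 SD, cut at about 24% in these data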;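 also: 0% = DMSO plus EC80 ATP and 100% = DMSO alone without ATP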
* = called active by the depositor.

No. | canonical_smiles | CHRM5 antagonist | CHRM4 antagonist | CHO-K1 Ca PAM | CHRM4 PAM | CHRM4 agonist | CHRM5 PAM | M1 ag parental | M5 ag | CHO-K1 Ca antag
1 | O=S(=O)(Nc1ccc(O)c2ncccc12)c1ccccc1F | -11.9 | -12.9 | 12.9 | 11.4 | 2.6 | 3.5 | 0.9 | 2.3 | 3.6
2 | CC(CNC(=O)C1CCCCC1)NC(=O)C1CCCCC1 (configuration not stated) | -5.0 | 2.8 | 9.8 | 2.7 | 0.7 | -4.0 | -0.2 | 2.2 | -12.0
3 | Cc1ccc(-c2noc(CCCOc3ccc(Cl)cc3Cl)n2)cc1 | -6.2 | 10.9 | -2.7 | 13.0 | -0.7 | 3.3 | -0.3 | 3.3 | 12.9
4 | CCCSCCCNC(=O)CC1Oc2ccccc2NC1=O (configuration not stated) | -3.1 | -7.5 | -7.9 | 5.9 | -0.7 | 1.0 | -0.1 | -3.8 | 0.3
5 | O=C(CN1C(=O)NC2(CCCCCC2)C1=O)Nc1ccc(Cl)cc1Cl | -4.2 | -18.1 | 15.3 | 4.6 | 0.6 | -3.2 | -0.4 | 0.0 | -9.2
6 | Cc1ccc(C(=O)OCC(=O)N2CCOCC2)c(C)c1 | 9.9 | 8.0 | 15.1 | 1.8 | 2.2 | -2.6 | 0.2 | -0.7 | -0.6
7 | COc1cc(S(=O)(=O)N(C)C)ccc1Br | -6.5 | -5.8 | 4.2 | 10.0 | 2.1 | 4.8 | 0.5 | 3.7 | -25.4
8 | O=C(Nc1ccc(F)cc1F)c1ccc(-n2cccn2)nc1 | -1.1 | -5.5 | 11.9 | 2.4 | 3.8 | 0.9 | 1.9 | 1.9 | -15.1

Looked up by compound from the list above (2):
No. | canonical_smiles | CHRM5 antagonist | CHRM4 antagonist | CHO-K1 Ca PAM | CHRM4 PAM | CHRM4 agonist | CHRM5 PAM | M1 ag parental | M5 ag | CHO-K1 Ca antag
5 | O=C(CN1C(=O)NC2(CCCCCC2)C1=O)Nc1ccc(Cl)cc1Cl | -4.2 | -18.1 | 15.3 | 4.6 | 0.6 | -3.2 | -0.4 | 0.0 | -9.2
6 | Cc1ccc(C(=O)OCC(=O)N2CCOCC2)c(C)c1 | 9.9 | 8.0 | 15.1 | 1.8 | 2.2 | -2.6 | 0.2 | -0.7 | -0.6

Continuation.
No. | canonical_smiles | CHRM5 antagonist | CHRM4 antagonist | CHO-K1 Ca PAM | CHRM4 PAM | CHRM4 agonist | CHRM5 PAM | M1 ag parental | M5 ag | CHO-K1 Ca antag
9 | CC1CC(=O)Nc2ccccc2N1C(=O)CN1C(=O)C(=O)N(C)C1=O (configuration not stated) | 8.8 | -7.6 | -19.1 | 4.5 | 0.2 | 12.1 | 0.1 | 0.9 | -2.0
10 | CC1CCN(c2ccc3c(c2)S(=O)(=O)c2cccc(C(=O)O)c2C3=O)CC1 | 13.0 | 3.3 | 11.3 | -1.3 | 5.2 | 2.0 | 1.4 | 7.7 | -13.1
11 | CC1C/C(=N/O)C(C)CN1 (configuration not stated) | -7.4 | -3.6 | -1.2 | 4.5 | 0.3 | -0.1 | 0.1 | -0.2 | -7.6
12 | CC(NC(=O)NC1CCCCC1)C(c1cccs1)N1CCOCC1 (configuration not stated) | 4.7 | -3.4 | 11.5 | 4.1 | -0.1 | -1.0 | 0.6 | 0.2 | -3.9
13 | CCC/C(O)=C1\C(=O)CC(C)(C)CC1=Nc1ccc(OC)cc1 | 3.8 | 0.0 | 17.1 | -2.5 | -1.7 | 6.3 | 0.1 | -1.1 | -9.6
14 | CCC(Sc1nc2ccsc2c(=O)n1Cc1ccc(C(=O)O)cc1)C(=O)Nc1cc(Cl)ccc1C (configuration not stated) | 0.2 | -3.7 | 5.9 | 2.7 | 0.4 | -1.6 | 0.8 | 2.4 | -3.0
15 | O=C(Oc1ccc([N+](=O)[O-])cc1)c1cccnc1 | 2.9 | -0.5 | -12.0 | 1.8 | 2.9 | -4.0 | 0.7 | 2.6 | 13.7
16 | CCc1nc2ccc(C(=O)N(C)CCN(C)C)cn2c1N(C)CCC(C)C | -2.2 | 1.2 | 12.1 | -2.6 | 0.2 | -0.5 | 0.5 | -3.4 | -4.2

The results go on.
No. | canonical_smiles | CHRM5 antagonist | CHRM4 antagonist | CHO-K1 Ca PAM | CHRM4 PAM | CHRM4 agonist | CHRM5 PAM | M1 ag parental | M5 ag | CHO-K1 Ca antag
17 | Cc1nnc(SCc2ccccc2Cl)n(N)c1=O | 4.8 | -2.8 | -3.0 | -0.8 | 0.5 | 1.6 | 0.5 | -2.5 | -22.0
18 | CCOC(=O)[C@]12CCCC=C1N(Cc1ccc3c(c1)OCO3)C(=O)[C@H](CC(=O)NCc1ccc(C)o1)C2 | 0.6 | -11.3 | 30.3 | 3.2 | 1.6 | 9.0 | 2.4 | 2.2 | -31.4
19 | COc1cc(C)c(N)cc1C(C)C | 7.0 | 8.6 | 19.8 | 10.5 | 0.1 | 5.2 | 0.6 | 3.4 | -32.1
20 | NC(=O)c1ccsc1NC(=O)COC(=O)c1ccc(Cl)nc1 | 3.8 | -19.8 | -18.2 | 4.3 | 7.7 | -8.6 | 2.0 | 0.6 | -0.1
21 | CCC1CCCCN1S(=O)(=O)c1ccc([N+](=O)[O-])cc1 (configuration not stated) | 5.2 | 28.3* | -10.6 | -14.0 | -0.7 | -15.7 | 0.1 | -23.1 | 18.8
22 | O=C(CN(Cc1ccccc1)S(=O)(=O)c1ccc2c(c1)OCCO2)Nc1ccc2c(c1)OCCO2 | 5.9 | 5.9 | 13.7 | -14.1 | 5.0 | -6.5 | 2.9 | -0.5 | 1.9
23 | O=C1OCCN1C(=O)[C@H]1[C@H](c2ccccc2)C(c2cccc(Cl)c2)=NN1c1ccccc1 | 15.5 | -1.2 | 10.9 | -5.3 | -0.1 | -10.0 | 0.7 | 0.0 | -21.1
24 | N/C(=N\OC(=O)CCc1ccccc1)c1cccc(Br)c1 | 1.0 | 4.0 | 11.3 | -5.0 | 0.1 | -2.4 | 3.4 | 2.0 | 15.7

Complete entries, looked up by structure:
NC(=O)c1ccsc1NC(=O)COC(=O)c1ccc(Cl)nc1 reads CHRM5 antagonist: 3.8; CHRM4 antagonist: -19.8; CHO-K1 Ca PAM: -18.2; CHRM4 PAM: 4.3; CHRM4 agonist: 7.7; CHRM5 PAM: -8.6; M1 ag parental: 2.0; M5 ag: 0.6; CHO-K1 Ca antag: -0.1
Cc1nnc(SCc2ccccc2Cl)n(N)c1=O reads CHRM5 antagonist: 4.8; CHRM4 antagonist: -2.8; CHO-K1 Ca PAM: -3.0; CHRM4 PAM: -0.8; CHRM4 agonist: 0.5; CHRM5 PAM: 1.6; M1 ag parental: 0.5; M5 ag: -2.5; CHO-K1 Ca antag: -22.0
CCOC(=O)[C@]12CCCC=C1N(Cc1ccc3c(c1)OCO3)C(=O)[C@H](CC(=O)NCc1ccc(C)o1)C2 reads CHRM5 antagonist: 0.6; CHRM4 antagonist: -11.3; CHO-K1 Ca PAM: 30.3; CHRM4 PAM: 3.2; CHRM4 agonist: 1.6; CHRM5 PAM: 9.0; M1 ag parental: 2.4; M5 ag: 2.2; CHO-K1 Ca antag: -31.4

More entries.
No. | canonical_smiles | CHRM5 antagonist | CHRM4 antagonist | CHO-K1 Ca PAM | CHRM4 PAM | CHRM4 agonist | CHRM5 PAM | M1 ag parental | M5 ag | CHO-K1 Ca antag
25 | O=c1c2ccccc2c(/C=N/c2nnc(Cc3ccccc3)s2)c(O)n1-c1ccc(Cl)cn1 | -11.0 | -1.3 | 25.2 | 17.3 | 0.0 | 11.0 | 0.1 | -1.7 | -14.2
26 | O=C(CC(C(=O)O)P(=O)(c1ccccc1)c1ccccc1)c1ccc(Br)cc1 (configuration not stated) | 7.9 | 4.9 | -9.1 | 2.6 | 0.5 | 4.0 | 0.4 | -1.8 | -2.5
27 | CCn1cc(/C=C/C(=O)c2ccc(O)cc2)c(C)n1 | -10.2 | -0.7 | -0.5 | 3.5 | 2.9 | -8.6 | 0.6 | -2.8 | -1.7
28 | CCCC(=O)Nc1ccccc1NC(=O)c1ccc(OC(C)=O)cc1 | 0.5 | -2.5 | 7.5 | -4.1 | 1.6 | -7.5 | 1.2 | 1.2 | -3.1
